SIRT5 inh: sirtuin-5 (human) deacylase inhibition; inhibition, % at 15 µM; actives 1.1% (n = 330,000); AID 652115; Purified SirT5, succinyl-peptide AMC, trypsin-coupled fluorescence; in the data active = inhibition above about 15%; inconclusive = no clear call, values can overlap the other calls
Target sequence (Q9NXA8 whole entry, looked up): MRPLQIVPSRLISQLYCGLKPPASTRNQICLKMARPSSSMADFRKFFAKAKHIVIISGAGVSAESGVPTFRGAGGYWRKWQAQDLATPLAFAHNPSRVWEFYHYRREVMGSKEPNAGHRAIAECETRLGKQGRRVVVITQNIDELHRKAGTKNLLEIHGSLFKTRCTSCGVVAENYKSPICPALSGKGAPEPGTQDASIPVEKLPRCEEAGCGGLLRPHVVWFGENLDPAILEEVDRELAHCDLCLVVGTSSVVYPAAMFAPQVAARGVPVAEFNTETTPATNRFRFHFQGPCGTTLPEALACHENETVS
ERp5 block: blocks human ERp5 reductase activity on insulin. Q15084. AID 651711. actives 0.05% (n = 350,000). ERp5 insulin aggregation, absorbance 650 nm, 90 min. inhibition, % at 9.99 µM;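 active = mean replicate inhibition above about 25%, with every replicate also reaching it, limit read from the data, passing the limit was not always enough; inconclusive = only one of those two criteria met; inactive = neither criterion met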
Target sequence (Q15084 whole entry, looked up): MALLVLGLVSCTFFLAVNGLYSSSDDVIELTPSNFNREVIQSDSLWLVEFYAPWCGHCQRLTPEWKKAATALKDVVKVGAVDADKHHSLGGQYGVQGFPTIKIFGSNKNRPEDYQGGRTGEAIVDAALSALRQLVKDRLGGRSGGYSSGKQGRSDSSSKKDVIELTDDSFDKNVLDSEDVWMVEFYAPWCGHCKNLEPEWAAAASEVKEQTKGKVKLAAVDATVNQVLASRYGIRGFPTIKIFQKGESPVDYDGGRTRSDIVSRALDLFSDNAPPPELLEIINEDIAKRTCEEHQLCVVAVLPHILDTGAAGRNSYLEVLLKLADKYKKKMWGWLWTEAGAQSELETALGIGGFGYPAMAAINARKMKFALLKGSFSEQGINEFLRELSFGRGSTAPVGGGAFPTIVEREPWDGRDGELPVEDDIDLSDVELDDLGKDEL
esBAF inh: blocks esBAF chromatin remodeling in mouse ES cells | reporter increase, % at 12.5 µM | actives 2% (n = 350,000) | AID 602393 | Bmi1-luciferase knock-in reporter, 24 h; 100% = twice the neutral-well signal; in the data active = activation above about 40%; inconclusive = no clear call, values can overlap the other calls;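 also: 0% = median of the plate's neutral control wells and 100% = double that signal; a rise in the Bmi1 reporter signal indicates esBAF inhibition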
C2C12 statin: protects C2C12 myotubes from simvastatin toxicity; AID 602340; actives 0.78% (n = 330,000); rescue of ATP level, % at 7.49 µM; ATP luminescence, 48 h; scaled: DMSO 0, geranylgeraniol control 100;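 active = mean ATP rescue above about 67%, or every replicate alone reaching that limit, limit read from the data, passing the limit was not always enough; inconclusive = no clear call, values can overlap the other calls; inactive = mean under the limit and some replicate under it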;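 also: myotubes were challenged with 10 µM simvastatin during compound exposure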
Cneo AK release: Cryptococcus neoformans lysis via adenylate kinase release | C. neoformans lysis, adenylate kinase release luminescence, 4 h; normalised: neutral wells 0, clomiphene wells 100 | lysis activity, % at 15 µM | actives 0.2% (n = 360,000) | AID 651654;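 active = mean lysis activity across replicates of at least 80%, whatever share of replicates individually reach that level; inactive = mean lysis activity below 80%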
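Material – log-phase Cryptococcus neoformans yeast cells · Input – 5 × 10^6 yeast cells/mL · Medium – fresh YPD growth medium · Doses – single compound concentration per well · Timing – static 4 h at 37 °C with compound, 1 h detection · Detection – adenylate kinase release luminescence · Read-out – signal increase indicating cell lysis · Control set – Clomiphene as positive lysis control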
ARNT TACC3 PPI: disruptors of human ARNT/TACC3 interaction; inhibition, % at 9.99 µM; AlphaScreen His-ARNT PAS-B/GST-TACC3 binding, luminescence; TACC3 fragment carries E629A point mutation; actives 0.66% (n = 390,000); Q9Y6A5; AID 623870;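 active = mean inhibition of replicates at least 50% and at least half of replicates each reaching 50%; inconclusive = half or more replicates reach 50% but mean below 50%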;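 also: 0% = complete ARNT plus TACC3 wells and 100% = ARNT alone without TACC3; many hits fall short of the cut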
miR-122 sensor: blocks miR-122 activity in Huh7 sensor cells; Huh7 miR-122 Renilla luciferase sensor, 48 h; neutral wells = 0, positive control = 100; activation (reporter increase), % at 12.5 µM; actives 0.3% (n = 340,000);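 active = mean replicate activation score at least 90 and every replicate individually at or above 90; inconclusive = only one of the two criteria met; inactive = neither criterion met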;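 also: higher luciferase means less miR-122 activity so hits act as miR-122 inhibitors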
* hit, by the source's call; & = joins results of further samples; [ ] = remark or other dose.

Results for CN(C)S(=O)(=O)c1ccc(S(=O)(=O)Nc2ccc3c(c2)oc2ccccc23)cc1 ?
esBAF inh: -4; C2C12 statin: 10; Cneo AK release: 5; ARNT TACC3 PPI: -6; miR-122 sensor: 52

How did Cc1ccc(NC(=O)COC(=O)CCc2c[nH]c3ccccc23)c(C)c1 do in these assays?
SIRT5 inh: -1; ERp5 block: -2; esBAF inh: -3; C2C12 statin: -8; Cneo AK release: 3; ARNT TACC3 PPI: 6; miR-122 sensor: -5

How did OC1(c2cccc(F)c2)CCN(Cc2ccncc2)CC1 do in these assays?
esBAF inh: 3; C2C12 statin: 11; Cneo AK release: 0; ARNT TACC3 PPI: 0; miR-122 sensor: -4

What do the screens show for `CCOC(=O)C1(Cc2cccc(Cl)c2)CCCN(C(=O)CCOC)C1` (stereo unspecified)?
SIRT5 inh: -2; ERp5 block: -5; esBAF inh: 8; C2C12 statin: 4; Cneo AK release: 3; ARNT TACC3 PPI: -2; miR-122 sensor: 5

What do the screens show for `CC(C)(C)c1ccc(OCCC(=O)Nc2cccc(S(=O)(=O)NC3=NCCCCC3)c2)cc1`?
SIRT5 inh: -5; ERp5 block: -1; esBAF inh: 8; C2C12 statin: -32; Cneo AK release: 1; ARNT TACC3 PPI: 1; miR-122 sensor: -6

How did CC(C)CN(C(=O)COC(=O)CCC(=O)c1ccc(F)cc1)c1c(N)n(Cc2ccccc2)c(=O)[nH]c1=O do in these assays?
SIRT5 inh: -1; ERp5 block: -3; esBAF inh: -5; C2C12 statin: -7; Cneo AK release: -3; ARNT TACC3 PPI: 7; miR-122 sensor: -5

What do the screens show for `Cc1cc(C)c(NC(=S)NC(=O)c2ccc(-c3ccccc3)cc2)c(C)c1`?
SIRT5 inh: 0; ERp5 block: 2; Cneo AK release: -2; ARNT TACC3 PPI: -6; miR-122 sensor: -7

How did CC(Sc1nnc2ccccn12)C(N)=O (stereo unspecified) do in these assays?
SIRT5 inh: 0; ERp5 block: 9; esBAF inh: 8; C2C12 statin: -1; Cneo AK release: 3; ARNT TACC3 PPI: -3; miR-122 sensor: -4

What do the screens show for `CC(=O)c1ccc(OCCOc2ccc(C#N)cc2)cc1`?
SIRT5 inh: 3; ERp5 block: -5; Cneo AK release: 1; ARNT TACC3 PPI: 15; miR-122 sensor: 20

Results for C=CCNC(=S)N(Cc1ccccc1)Cc1ccc(F)cc1 ?
SIRT5 inh: -2; ERp5 block: 0; esBAF inh: 1; C2C12 statin: -6; ARNT TACC3 PPI: -3; miR-122 sensor: -8

What do the screens show for `COc1cc(OC)cc(C(=O)N2CCN(C(=O)c3ccc(-c4ccccc4)cc3)CC2)c1`?
SIRT5 inh: -2; ERp5 block: inconclusive; ARNT TACC3 PPI: 1

What do the screens show for `C[C@H](CO)N1C[C@H](C)[C@@H](CN(C)S(=O)(=O)c2cn(C)cn2)Oc2ccc(NC(=O)Cc3ccccc3)cc2C1=O`?
SIRT5 inh: -7; ERp5 block: -3&4; esBAF inh: 2&0; C2C12 statin: 6&-6; Cneo AK release: -3&-1; ARNT TACC3 PPI: 0&-3; miR-122 sensor: 1

How did CN(C)CCNC(=O)C1(C)Cc2c(-c3cccc(C(F)(F)F)c3)ccnc2O1 (stereo unspecified) do in these assays?
ERp5 block: -8; esBAF inh: -6; C2C12 statin: 3; Cneo AK release: -1; miR-122 sensor: 0

Results for C=C(C)c1cccc(C(C)(C)NC(=O)Nc2ccc(C)cn2)c1 ?
SIRT5 inh: -1; ERp5 block: 3; ARNT TACC3 PPI: -63

Results for O=C(NC1=NCCS1)C1CC(=O)N(c2ccc(F)cc2)C1 (stereo unspecified) ?
esBAF inh: -4; C2C12 statin: -6; Cneo AK release: 5; ARNT TACC3 PPI: -3; miR-122 sensor: -1

What do the screens show for `CC(C)CC(=O)OC(C)(C)[C@@H]1Cc2c(ccc3ccc(=O)oc23)O1`?
SIRT5 inh: -51; ERp5 block: 2; esBAF inh: -4; C2C12 statin: -9; Cneo AK release: -5; ARNT TACC3 PPI: -15

What do the screens show for `NNC(=O)CN(CCc1ccccc1)S(=O)(=O)c1ccc(Cl)cc1`?
SIRT5 inh: 4; ERp5 block: 2; esBAF inh: -7; C2C12 statin: 5; ARNT TACC3 PPI: -3; miR-122 sensor: -2

What do the screens show for `CC(C)c1cn(CC[C@@H]2CC[C@H](NS(=O)(=O)c3ccccc3)[C@H](CO)O2)nn1`?
SIRT5 inh: -2; ERp5 block: 2; esBAF inh: -1; C2C12 statin: -3; Cneo AK release: -2; ARNT TACC3 PPI: 1

What do the screens show for `Cc1ccc(C(=O)Nc2cc(-c3ccn[nH]3)c(C)n(N)c2=O)cc1`?
SIRT5 inh: -2; ERp5 block: -1; esBAF inh: -2; C2C12 statin: 1; Cneo AK release: 1; ARNT TACC3 PPI: -2; miR-122 sensor: 2

Results for CCCCn1c(N)c(N(CC)C(=O)C2COc3ccccc3O2)c(=O)[nH]c1=O (stereo unspecified) ?
SIRT5 inh: 1; ERp5 block: -5; esBAF inh: -2; C2C12 statin: -2; Cneo AK release: 0; ARNT TACC3 PPI: -4

How did Cc1ccc(C(=O)Cc2ccccc2)c(O)c1 do in these assays?
SIRT5 inh: -2; ERp5 block: 4; esBAF inh: 62*; C2C12 statin: 1; Cneo AK release: 2; ARNT TACC3 PPI: 0; miR-122 sensor: -3

Results for Cc1csc(SCC(=O)c2c(N)n(C)c(=O)n(C)c2=O)n1 ?
esBAF inh: inconclusive; C2C12 statin: -4; Cneo AK release: 3; ARNT TACC3 PPI: -7; miR-122 sensor: -6

What do the screens show for `CS(=O)(=O)N1CCN(C(=O)Cc2ccccc2)CC1`?
esBAF inh: -2; C2C12 statin: -8; Cneo AK release: -1; ARNT TACC3 PPI: -3; miR-122 sensor: -5

How did CCCCc1cc(=O)oc2cc(OCC(=O)N3C[C@H]4C[C@@H](C3)c3cccc(=O)n3C4)ccc12 do in these assays?
ERp5 block: 3; esBAF inh: 7; C2C12 statin: 8; Cneo AK release: 6; ARNT TACC3 PPI: -2; miR-122 sensor: -3

What do the screens show for `COc1ccccc1NC(=O)c1cccc2c(Br)cccc12`?
SIRT5 inh: -1; ERp5 block: 4; esBAF inh: 1; C2C12 statin: 0; Cneo AK release: 13; ARNT TACC3 PPI: -18; miR-122 sensor: 19

How did O=C(/C=C/Nc1cccc([N+](=O)[O-])c1)c1cccs1 do in these assays?
esBAF inh: 73*; C2C12 statin: 9; Cneo AK release: -5; ARNT TACC3 PPI: -1; miR-122 sensor: inconclusive

What do the screens show for `COc1cc(OC)c(C(=O)NCCCn2ccnc2)cc1OC`?
SIRT5 inh: -4; ERp5 block: 1; esBAF inh: 5; C2C12 statin: 5; Cneo AK release: 1; ARNT TACC3 PPI: 5; miR-122 sensor: 1

Results for COc1ccc(C(=O)N/N=C/c2ccc(OC)c(CN3CCCc4ccccc43)c2)cc1 ?
esBAF inh: 28; C2C12 statin: -14; Cneo AK release: 4; ARNT TACC3 PPI: -2; miR-122 sensor: 13

How did CCN(CC#CCC(O)(c1ccccc1)c1ccccc1)C(C)C do in these assays?
SIRT5 inh: 0; ERp5 block: -2; esBAF inh: -6; C2C12 statin: -3; Cneo AK release: 0; miR-122 sensor: 0

Results for COc1cc(N=Nc2c(C)n(C)n(-c3ccccc3)c2=O)ccc1N ?
SIRT5 inh: 4; ERp5 block: 7; esBAF inh: 4; C2C12 statin: -9; Cneo AK release: -1; ARNT TACC3 PPI: 1; miR-122 sensor: -7

What do the screens show for `C[C@@H]1CN([C@@H](C)CO)C(=O)c2cc(NC(=O)CCCCCC(=O)Nc3ccccc3N)ccc2O[C@@H]1CN(C)S(=O)(=O)c1cccs1`?
ERp5 block: 0; esBAF inh: 1; C2C12 statin: 0; Cneo AK release: 1; ARNT TACC3 PPI: -2; miR-122 sensor: -2[16.7 µM]

What do the screens show for `Cc1cc(S(=O)(=O)N2CCN=C2c2ccccc2)ccc1F`?
esBAF inh: 8; C2C12 statin: -19; Cneo AK release: 1; ARNT TACC3 PPI: -4; miR-122 sensor: 22

Results for COc1ccc(S(=O)(=O)Nc2ccc3c(c2)C(=O)N([C@@H](C)CO)C[C@H](C)[C@@H](CN(C)S(=O)(=O)c2ccc(OC)cc2)OCCCC[C@@H](C)O3)cc1 ?
esBAF inh: 3; Cneo AK release: -7; ARNT TACC3 PPI: -15; miR-122 sensor: 25[16.7 µM]

What do the screens show for `O=C(C[C@H]1C=C[C@H](NC(=O)c2ccccn2)[C@H](CO)O1)NCc1cc(F)cc(F)c1`?
SIRT5 inh: -4; ERp5 block: 8; esBAF inh: 2; C2C12 statin: 5; Cneo AK release: -4; ARNT TACC3 PPI: 0

Results for COc1ccc(CNC(=O)C[C@@H]2CC[C@H](NC(=O)CN(C)C)[C@@H](CO)O2)cc1 ?
SIRT5 inh: -2; ERp5 block: -1; esBAF inh: 0; C2C12 statin: -5; Cneo AK release: -7; ARNT TACC3 PPI: 6

Results for CCN(CC(=O)Nc1c(F)cccc1F)C(=O)c1csc2c1CCCC2 ?
SIRT5 inh: 1; ERp5 block: -2; esBAF inh: 2; C2C12 statin: 12; Cneo AK release: 0; ARNT TACC3 PPI: -7; miR-122 sensor: 1

What do the screens show for `CCC(=O)N(C)C[C@H]1Oc2ncc(C#Cc3ccccc3)cc2C(=O)N([C@H](C)CO)C[C@@H]1C`?
SIRT5 inh: -2; ERp5 block: -3; esBAF inh: -5; C2C12 statin: -7; Cneo AK release: -1; ARNT TACC3 PPI: 11; miR-122 sensor: -10[16.7 µM]

How did O=C(Nc1cccc(Cl)c1)N1C[C@@H]2[C@H](c3ccccc31)[C@@H](CO)N2CC1CCCCC1 do in these assays?
esBAF inh: 1; C2C12 statin: -67; Cneo AK release: -3; ARNT TACC3 PPI: 2; miR-122 sensor: -3[16.7 µM]

How did CCc1ccc(C(C)NC(=O)C2CCCC2)cc1 (stereo unspecified) do in these assays?
ERp5 block: 3; esBAF inh: -4; C2C12 statin: 18; Cneo AK release: -2; ARNT TACC3 PPI: -2; miR-122 sensor: -3

Results for CCOC(=O)c1sc(NC(=S)NC(=O)c2ccccc2)nc1C ?
SIRT5 inh: -1; ERp5 block: 1; ARNT TACC3 PPI: -11

Ordered by SMILES length (highest first): part of the list above.
What do the screens show for `CCC(=O)N(C)C[C@H]1Oc2ncc(C#Cc3ccccc3)cc2C(=O)N([C@H](C)CO)C[C@@H]1C`?
SIRT5 inh: -2; ERp5 block: -3; esBAF inh: -5; C2C12 statin: -7; Cneo AK release: -1; ARNT TACC3 PPI: 11; miR-122 sensor: -10[16.7 µM]

What do the screens show for `O=C(C[C@H]1C=C[C@H](NC(=O)c2ccccn2)[C@H](CO)O1)NCc1cc(F)cc(F)c1`?
SIRT5 inh: -4; ERp5 block: 8; esBAF inh: 2; C2C12 statin: 5; Cneo AK release: -4; ARNT TACC3 PPI: 0

What do the screens show for `COc1cc(OC)cc(C(=O)N2CCN(C(=O)c3ccc(-c4ccccc4)cc3)CC2)c1`?
SIRT5 inh: -2; ERp5 block: inconclusive; ARNT TACC3 PPI: 1

Results for COc1ccc(C(=O)N/N=C/c2ccc(OC)c(CN3CCCc4ccccc43)c2)cc1 ?
esBAF inh: 28; C2C12 statin: -14; Cneo AK release: 4; ARNT TACC3 PPI: -2; miR-122 sensor: 13

What do the screens show for `NNC(=O)CN(CCc1ccccc1)S(=O)(=O)c1ccc(Cl)cc1`?
SIRT5 inh: 4; ERp5 block: 2; esBAF inh: -7; C2C12 statin: 5; ARNT TACC3 PPI: -3; miR-122 sensor: -2

What do the screens show for `COc1ccccc1NC(=O)c1cccc2c(Br)cccc12`?
SIRT5 inh: -1; ERp5 block: 4; esBAF inh: 1; C2C12 statin: 0; Cneo AK release: 13; ARNT TACC3 PPI: -18; miR-122 sensor: 19
